B2AR arrestin – recruits beta-arrestin to the human beta2-adrenergic receptor. beta-arrestin recruitment to beta2AR, cell-based reporter. AID 492947. hit rate 0.02% among 330,000. P07550. Potency, µM (series often up to 46.1 µM), inactives show top-dose activation, most hits filed as activators;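 further: potency means the concentration at half of the fitted maximal effect; 0% = DMSO controls and full agonism = EC100 isoproterenol or metaproterenol; nearly all actives have a fitted effect of over 65% in size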
FBPA coupling cs – inhibits coupling enzyme system, counter-screen for aldolase hits; coupling enzyme system counterscreen, AmpLite Red fluorescence; activity change, negative = inhibition, % at 58.2 µM, hits read low; hit rate 0.67% among 290,000; AID 2472; in the data active means activity change below about -30%
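Activity here indicates interference with the coupling reaction, not aldolase inhibition. Compounds at 57.5 uM final met coupling enzymes for 10 min at RT; substrate and AmpLite Red detection followed, with a 525/598 nm fluorescence read after 20 min.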
uPA generation – blocks generation of uPA at the cell surface; cell surface uPA generation assay, qHTS; Potency, µM (doses to about 38.3 µM), without a hit: at the top dose activity change, negative = inhibition, actives largely listed as inhibitors; hit rate 0.31% among 330,000; active means well fitted inhibition curve with a large enough effect; inconclusive means small, poorly fitted or top-dose-only effect; inactive means no such curve, though single readings can be large or run the other way; tested in mouse RAW 264.7 cells; further: potency means the concentration at half of the fitted maximal effect; nearly all actives have a fitted effect of over 55% in size
GALK inh – galactokinase (human) inhibition; P51570; Purified GALK, Kinase-Glo residual ATP luminescence; Potency, µM (top dose mostly 57.5 µM), for the others: at the top dose activity change, negative = inhibition, most hits filed as inhibitors; hit rate 0.007% among 270,000; AID 1868; further: potency means the concentration at half of the fitted maximal effect
Target sequence (P51570 whole entry, looked up): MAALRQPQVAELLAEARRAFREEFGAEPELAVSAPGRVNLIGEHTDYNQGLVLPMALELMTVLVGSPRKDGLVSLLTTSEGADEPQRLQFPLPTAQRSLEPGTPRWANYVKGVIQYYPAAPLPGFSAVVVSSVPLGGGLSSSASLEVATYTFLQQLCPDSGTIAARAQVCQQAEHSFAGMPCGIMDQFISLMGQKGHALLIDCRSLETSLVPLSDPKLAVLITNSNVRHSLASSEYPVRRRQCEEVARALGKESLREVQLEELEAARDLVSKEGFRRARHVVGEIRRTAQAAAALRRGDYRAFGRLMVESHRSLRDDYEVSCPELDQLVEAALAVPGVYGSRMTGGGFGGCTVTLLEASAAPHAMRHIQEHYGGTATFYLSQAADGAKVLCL
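ATP-depletion format; final 35 uM ATP, 100 uM D-galactose, 5 nM enzyme; pH 8.0 HEPES/Mg2+ buffer; 60 min RT; luminescence read 10 min after detection reagent.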
Chronic BCR inh – chronic active BCR signaling inhibition | ABC-DLBCL IkBa-CBG/CBR reporter, luminescence ratio, 4 h | Potency, µM (highest dose often 46.1 µM), inactives show top-dose ratio change, negative = lower green/red ratio, usual class: inhibitors | hit rate 0.05% among 340,000; active means well fitted inhibition curve with a large enough effect in the signal ratio, with a control signal flat, not every such curve was filed as active; inconclusive means small, poorly fitted or top-dose-only effect, or effect the other way, or a change in a side signal; the % refers to the signal ratio;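 further: potency means the concentration at half of the fitted maximal effect; plate controls were basal doxycycline-induced cells for no effect and cells given 10 µM MG132 for full effect; MG132 reads +100%, hits lower the ratio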
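Concentration-response series (up to 46 uM) were applied to TMD8 dual-reporter cells for 4 h at 37C with doxycycline. Green/red ratio, after filter-overlap correction, defined %Activity; red signal alone was normalised to basal cells and zero luminescence.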
USP2a block – USP2a (human) protease inhibition | O75604 | USP2 core, Ub-CHOP2 coupled fluorogenic reporter, 485/531 | Potency, µM (series often up to 38.3 µM), for the others: at the highest dose activity change, negative = inhibition, usual class: inhibitors | hit rate 0.01% among 330,000;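 further: potency means the concentration at half of the fitted maximal effect; plate controls were DMSO wells for no effect and full inhibition by NEM control for full effect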
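Deubiquitinase activity read as fluorescence (485/531 nm) after Ub-CHOP2 cleavage activates the enterokinase reporter on its substrate; USP2 core 10nM, Ub-CHOP2 and substrate 25nM each, 30min compound preincubation then 60min RT; data normalized to NEM, curves fitted.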
Giardia kill – Giardia lamblia killing; Giardia lamblia trophozoite viability; activity change, % at 7.66 µM, hits read low; hit rate 0.15% among 340,000; AID 540267; in the data active means activity change below about -80%; inconclusive means between about -30% and that limit;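 further: parasites exposed to compound for two days anaerobically before the ATP read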
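Each well holds 100 Giardia trophozoites and compound. After two days (48 hrs) at 37 deg C in anaerobic conditions, ATP is quantified by luminescence.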
PKM2 act – PKM2 (human) enzyme activation; purified PKM2, Kinase-Glo ATP luminescence, activation; response scale: 0% is enzyme alone, no compound; AID 1631; Potency, µM (top dose mostly 57.5 µM), for the others: at the highest dose activation, most hits filed as activators; hit rate 0.34% among 260,000; P14618; further: potency means the concentration at half of the fitted maximal effect; nearly all actives have a fitted effect of over 55% in size
Target sequence (P14618 whole entry, looked up): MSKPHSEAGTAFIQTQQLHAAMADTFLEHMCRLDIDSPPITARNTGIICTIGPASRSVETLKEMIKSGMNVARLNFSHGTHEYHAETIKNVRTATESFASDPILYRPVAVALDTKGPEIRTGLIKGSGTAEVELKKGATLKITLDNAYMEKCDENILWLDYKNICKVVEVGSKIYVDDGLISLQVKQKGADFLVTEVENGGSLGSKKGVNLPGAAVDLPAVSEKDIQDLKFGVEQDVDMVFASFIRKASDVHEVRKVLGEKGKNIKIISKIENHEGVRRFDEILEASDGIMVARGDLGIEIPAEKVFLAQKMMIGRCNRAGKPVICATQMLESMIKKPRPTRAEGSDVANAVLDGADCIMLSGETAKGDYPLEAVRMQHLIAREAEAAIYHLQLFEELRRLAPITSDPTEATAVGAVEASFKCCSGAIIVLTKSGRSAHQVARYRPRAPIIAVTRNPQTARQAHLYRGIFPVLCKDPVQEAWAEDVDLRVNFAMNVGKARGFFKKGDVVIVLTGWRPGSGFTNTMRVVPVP
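hPK-M2, >95% pure; 0.1 mM ADP / 0.5 mM PEP final; imidazole pH7.2 buffer w/ 7 mM MgCl2, 50 mM KCl; 1 h RT; Kinase-Glo lum. Intermediate enzyme activity for dual inhibitor/activator qHTS.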
KCNH2 3.1 block – inhibitors of human KCNH2 3.1 potassium channel isoform; U2OS KCNH2 3.1, thallium flux FluxOr; active compounds read low; activity change, % (tested at about 1.8 µM); hit rate 0.95% among 340,000; AID 720553;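 active means maximum activity change below -70%; inconclusive means maximum activity change from -70% to -50%; inactive means maximum activity change above -50%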;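 further: thallium influx rate constant from kinetic fluorescence after stimulation buffer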
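Virally transduced U2OS (3.1 isoform, 4 h infection in dark at RT) → overnight 37 C → FluxOr + Red40 in HBSS/HEPES, 45 min → stimulation buffer, 2 min kinetic read → rate constant vs DMSO controls.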
Eya2 inh – blocks the phosphatase activity of human Eya2 | O00167 | recombinant Eya2, OMFP fluorescence dephosphorylation (OMFP is methylfluorescein phosphate) | Potency, µM (highest dose often 76.9 µM), for the others: at the top dose activity, negative = inhibition, actives largely listed as inhibitors | hit rate 0.006% among 330,000 | AID 488837; further: potency means the concentration at half of the fitted maximal effect
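Eya2 protein (added as 0.2 uM solution) was preincubated with compound for 10 min at ambient temperature in 50 mM HEPES pH 7.5, 50 mM NaCl, 5 uM MgCl2, 0.05% BSA, 1 mM DTT. OMFP (added at 50 uM) then reacted 10 min; fluorescence read at 485/525 nm.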
KCNH2 WT inh – inhibitors of human wildtype KCNH2 potassium channel | activity change, % at 1.84 µM | hit rate 0.37% among 340,000 | Q12809 | AID 720551 | U2OS, BacMam KCNH2, thallium flux FluxOr; active compounds read low;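 active means maximum activity change below -70%; inconclusive means maximum activity change between -70% and -50%; inactive means maximum activity change above -50%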
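U2OS cells were transduced with wild-type KCNH2 virus (2.03 x 10^8 / mL) for 4 h at room temperature, then cultured overnight at 37 C. Thallium flux was read with FluxOr dye. Rate constants were normalized to DMSO controls.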
Starred values were filed as active, the others as inactive; ? = inconclusive; nt = not tested or not shown. Unless noted, the call rests on the fitted dose curve; in most records, active means well fitted curve in the direction sought with a large enough effect; inconclusive means small, poorly fitted or top-dose-only effect, or another doubt; inactive means no such curve, though single readings can be large; an effect the other way counts as inactive or inconclusive. Unless noted, on the % scale 0 is the no-effect control and ±100 the full control effect.

SMILES | B2AR arrestin | FBPA coupling cs | uPA generation | GALK inh | Chronic BCR inh | USP2a block | Giardia kill | PKM2 act | KCNH2 3.1 block | Eya2 inh | KCNH2 WT inh
Cc1cnc(NC(=O)c2cccs2)s1 | -1.6% | -1.4 | -13.6% | 7.3% | ? | 2.4% | 6.0 | nt | 5.7 | 0.4% | -2.7
COc1cc(C(=O)NNC(=O)c2nn(C)c(=O)c3ccccc23)cc(OC)c1OC | -0.9% | nt | 2.2% | nt | ? | 3.8% | 7.5 | nt | -5.4 | -7.9% | -3.0
CN(CCCCCNC(=O)/C=N/O)Cc1ccccc1 | -0.1% | 3.5 | nt | -0.1% | 4.7% | 0.1% | nt | -4.7% | nt | -9.4% | nt
O=C(NN=C1CCCC1)C1COc2ccccc2O1 (stereo unspecified) | 0.0% | 0.3 | -0.9% | 0.8% | 4.5% | 7.7% | -22.7 | 6.1% | -24.2 | 1.3% | -2.7
O=C(CNC(=O)c1ccccc1)NCC(=O)OCc1ccc(Cl)cc1 | 0.2% | -1.6 | -4.0% | -3.9% | ? | 2.7% | -0.4 | -0.7% | 4.8 | -2.2% | 7.1
CC(C)CNC(=O)COC(=O)c1ccc([N+](=O)[O-])cc1Cl | -0.3% | -1.9 | 2.4% | -1.6% | -2.5% | 1.2% | 24.1 | ? | -8.2 | -4.7% | 2.8
CCC(=O)CN(Cc1cc(OC)ccc1OC)S(=O)(=O)c1ccccc1Br | -0.4% | nt | 4.3% | nt | 1.9% | 0.9% | 23.2 | nt | -19.5 | 1.8% | 1.6
CCOC(=O)c1cc(-c2cccs2)nc2c1c(C)nn2-c1ccccn1 | 0.2% | 4.3 | 5.8% | 0.3% | 11.1% | 1.5% | -9.5 | 0.5% | 17.7 | -0.6% | -2.7
O=C(c1ccc(CSc2nc3ccncc3[nH]2)cc1)N1CCCCCC1 | -0.9% | -0.9 | -15.1% | 8.9% | 1.6% | 2.0% | ? | -24.3% | 6.9 | -8.0% | 8.1
Cc1cc(S(=O)(=O)N2CCOCC2)ccc1OCC(=O)Nc1cccc(C(F)(F)F)c1 | -0.2% | 0.9 | -1.3% | 2.3% | -6.2% | 4.6% | 15.4 | 4.5% | -1.2 | 8.4% | 4.6
N#CCN1C(=O)C2CCCN2c2ccc(S(=O)(=O)N3CCOCC3)cc21 (stereo unspecified) | -0.2% | -0.2 | 0.3% | 0.4% | 10.8% | 3.0% | -14.3 | -6.2% | -3.0 | 16.2% | 42.8
O=C(Nc1ccccc1)C1CCN(C(=O)c2ccco2)CC1 | 0.4% | 1.6 | 1.3% | -0.8% | 3.7% | 0.6% | 2.6 | nt | 13.8 | 20.3% | -13.1
Cc1ccc(NCc2nnc(SCC(=O)Nc3cccc(O)c3)n2CC2CCCO2)c(C)c1 (stereo unspecified) | 0.2% | -3.0 | 0.6% | 0.6% | ? | -2.6% | 9.0 | -7.0% | -1.9 | 0.0% | -7.0
CCCN(CCC)C(=O)c1c(NC(=O)CC)sc2c1CCCCC2 | -0.4% | -0.9 | 5.4% | -0.5% | 9.3% | 0.8% | -2.9 | -8.5% | -11.3 | -8.6% | 2.7
CN(C(=O)c1ccco1)c1nc(-c2ccc(Cl)cc2)cs1 | 0.4% | 3.0 | -0.1% | -1.2% | ? | 0.5% | 15.5 | -5.1% | -11.2 | -9.6% | -7.7
COc1cc2oc(=O)cc(-c3ccc(-c4ccc(C)cc4)cc3)c2c(OC)c1OC | -0.4% | -1.1 | 7.3% | nt | ? | -0.9% | 6.2 | nt | -3.1 | 2.8% | 9.2
CC(=O)N1CCN(C(=O)c2ccc(S(=O)(=O)Nc3ccccc3Cl)cc2)CC1 | 0.1% | nt | -0.6% | nt | -21.9% | 3.9% | -12.8 | nt | -13.7 | 8.5% | -5.5
Cc1nc(CSc2nc3[nH]ncc3c(=O)n2-c2ccccc2)cs1 | 0.0% | 3.9 | -3.8% | 0.1% | ? | -0.7% | 1.0 | -15.3% | 12.1 | 13.3% | 0.2
COCCn1c(SCC(=O)c2ccccc2)nc2ccccc2c1=O | 0.6% | 7.6 | -7.3% | 11.6% | 11.2% | 4.5% | 5.5 | 1.8% | -5.8 | -1.2% | -0.9
COc1ccc([C@H]2C=C(C(=O)O)O[C@@H](OCc3ccc(CO)cc3)C2)cc1 | 0.2% | -3.1 | 6.1% | -1.7% | -0.5% | -0.7% | -7.6 | 1.1% | 7.6 | -4.9% | 12.1
O=C(COc1ccc(/C=N/NS(=O)(=O)c2ccccc2)cc1)Nc1cccc(Cl)c1 | 0.0% | -2.3 | 0.5% | -1.6% | 4.6% | 1.2% | 2.1 | 1.7% | -1.6 | 1.7% | 6.3
COc1ccc(OC)c(N(CC(=O)N2CCC(C)CC2)S(=O)(=O)c2ccccc2)c1 | -0.2% | 0.5 | nt | -2.9% | 5.9% | 2.5% | 10.8 | 1.9% | 5.4 | 22.6% | 8.3
COc1ccc(S(=O)(=O)N2CCN(S(=O)(=O)c3ccc(C(F)(F)F)cc3)CC2)cc1C | 0.3% | 5.6 | 6.0% | -0.1% | -1.8% | 1.4% | -1.9 | -0.6% | 17.2 | -4.3% | 16.2
CC(=O)N1CCCc2cc(S(=O)(=O)CCC(=O)Nc3cccc(C)c3C)ccc21 | 0.4% | 1.1 | -1.0% | 11.0% | -5.1% | 3.9% | -2.0 | 3.9% | 15.2 | 4.6% | 3.5
COc1ccc(COC(=O)c2cccc(S(=O)(=O)N3CCN(C(C)=O)CC3)c2)cc1F | -0.3% | nt | ? | nt | -15.1% | 0.0% | -14.8 | nt | 6.6 | 9.4% | -5.0
SMILES | B2AR arrestin | FBPA coupling cs | uPA generation | GALK inh | Chronic BCR inh | USP2a block | Giardia kill | PKM2 act | KCNH2 3.1 block | Eya2 inh | KCNH2 WT inh
COc1ccc(CCNC(=O)Nc2cccs2)c(OC)c1 | 0.3% | 3.9 | 9.2% | 4.3% | ? | 3.3% | -17.9 | nt | -7.8 | -4.8% | 5.5
O=C(N/N=C\c1cn[nH]c1-c1ccc(Cl)cc1)c1cccs1 | -0.4% | -0.7 | -5.7% | 0.1% | -14.1% | -1.5% | -18.6 | -0.7% | -3.9 | -2.6% | 1.4
Cc1ccc(SCC(=O)NNC(=O)c2ccccc2)cc1C | 0.2% | -0.2 | nt | 0.5% | 1.9% | 1.2% | 13.1 | 2.0% | 10.1 | -4.3% | -14.1
Cc1ccc(NC(=O)C2CCCN2C(=O)Oc2ccccc2)cc1C (stereo unspecified) | -0.6% | 0.4 | -4.3% | -2.0% | -1.1% | 2.8% | 22.9 | -3.8% | 21.7 | -7.3% | -7.2
O=C(O)Cn1cc2c(n1)CCCC2 | -0.1% | 4.4 | 3.3% | -0.3% | 4.4% | 1.4% | -6.3 | 3.6% | -18.0 | -4.6% | -9.4
COc1c(C(=O)NCCSC(C)(C)C)ccc2ccccc12 | 0.2% | 2.4 | 5.9% | -0.1% | 6.2% | 0.1% | -8.4 | -0.7% | 0.8 | -9.4% | 3.2
CCN(CC)C(=O)/C(=C/c1cccc([N+](=O)[O-])c1)NC(=O)c1ccco1 | -0.9% | 2.5 | 5.4% | 6.1% | 8.0% | -2.5% | 0.0 | 0.2% | 6.6 | -9.4% | 4.2
COc1ccc(C(=O)NCC(C)(C)N2CCOCC2)cc1S(=O)(=O)N1CCCC1 | 5.7% | nt | 4.1% | nt | 0.6% | 4.0% | 6.6 | nt | 22.9 | -9.9% | 1.8
CC(NC(=O)NC(=O)c1ccc(Cl)cc1Cl)C1CC1 (stereo unspecified) | 0.0% | -1.8 | -5.6% | 1.2% | ? | 0.8% | -10.6 | 5.0% | -16.6 | -3.5% | -2.0
CCn1cc(CNC(=O)c2ccc(OC3CCN(Cc4ccccn4)CC3)cc2)cn1 | -0.7% | 0.4 | 6.1% | -1.3% | 0.9% | 4.8% | 29.1 | 8.9% | -7.6 | 3.9% | 2.8
CC1CCCCN1C(=O)Cn1cnc2c1c(=O)n(C)c(=O)n2C (stereo unspecified) | 0.0% | -0.2 | 11.4% | 0.4% | 5.3% | -1.0% | 25.5 | 3.3% | 2.9 | -5.9% | -12.2
CCn1c(CNc2ccc(Cl)cc2)nnc1SCc1ccc(C)cc1 | 0.5% | 0.3 | 2.1% | 0.4% | ? | -0.9% | 3.5 | 0.9% | -23.5 | -4.5% | 23.6
Cc1ccc(C(=O)N2CCN(c3ccc([N+](=O)[O-])cc3)CC2)o1 | -0.3% | 2.1 | -6.8% | -0.7% | -1.0% | 1.3% | -0.4 | nt | -11.9 | 19.1% | 10.0
Fc1cccc(C2NN=C(c3ccccc3)S2)c1 (stereo unspecified) | -1.5% | 0.0 | -9.5% | 0.1% | -18.7% | -0.3% | 1.2 | -12.7% | nt | 1.4% | -24.6
COC(=O)c1cn(NC(=O)/C=C/c2cc(OC)ccc2OC)c(=O)c2ccccc12 | 3.6% | 4.2 | -0.6% | nt | ? | 1.1% | 1.4 | -0.1% | 14.8 | 1.7% | 1.6
